Bioassay records from PubChem BioAssay.
Lipid storage S3 = qHTS Assay for Lipid Storage Modulators in Drosophila S3 Cells; Drosophila S3 cells, BODIPY lipid droplet fluorescence, 18-24 h; cells fed with added oleic acid; lipid storage change, negative = inhibition, % at the top dose, mostly 46.1 µM; hits show Potency in µM; 0.64% of 320,000 active; active = well fitted inhibition curve with a large enough effect in the signal ratio, with a control signal flat, not every such curve was filed as active; inconclusive = small, poorly fitted or top-dose-only effect, or effect the other way, or a change in a side signal; the % refers to the signal ratio
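Laser-scanning cytometry quantifies lipid droplet accumulation (500–530 nm total intensity; droplet/cell object ratio) in oleic acid-fed (400 uM added) Drosophila S3 cells treated with a concentration series. 20 uM Triacsin C defined 100% inhibition.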
Lipid storage S3 cell count max = recorded beside Lipid storage S3, whose call it bears; cell number change, %; measured here: cell count max response;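 cells counted by Cell Tracker Red CMTPX staining in the red channel; peak over a dose series mostly up to 46.1 µM; percent activity relative to internal control wells on each plate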
Active calls of the source: *; i = inactive; ? = inconclusive; nt = not tested or not shown. % is set by controls: 0 for no effect and ±100 for the full control effect; potency is the fitted concentration of half-maximal effect.

cpd | Compound | Lipid storage S3 | Lipid storage S3 cell count max
1 | CCOC(=O)[C@H]1[C@H]2COc3ccc(OC)cc3[C@@H]2N2C(=O)CN(Cc3ccccc3)C(=O)[C@@]12C | -27% | -15
2 | O=C(NCc1ccccc1)N[C@@H](Cc1c[nH]c2ccccc12)C(=O)O | 9% | -10
3 | O=C(CCc1ccccc1)NCc1ccccc1 | ? | nt
4 | C/C(=N\NC(=O)c1nn(C)cc1Br)c1ccc(NC(=O)c2ccncc2)cc1 | ? | nt
5 | O=C(CSc1nc2c(cnn2-c2ccc(F)cc2)c(=O)[nH]1)N1N=C(c2cccs2)CC1c1ccc(F)cc1 (centres undefined) | -5% | nt
6 | N#Cc1ccc(-c2nc3ccccc3c(=O)n2O)cc1 | ? | nt
7 | O=C(Nc1ccccc1O)c1cccc(NC(=O)c2ccco2)c1 | ? | nt
8 | O=C(NN=C1CCCCCC1)c1cn(-c2ccccc2)nc1-c1ccccc1 | 22% | nt
9 | COc1ccc(C[C@H]2CN3C(=NC[C@H]3Cc3ccccc3)N2CCNC(=O)CCC2CCCCC2)cc1 | ? | nt
10 | CCOc1ccc(C(=O)OCCN(C)C)cc1 | ? | nt
11 | COc1ccc(Cc2nc3ccc(C(=O)N(C)C(C)c4nccs4)cc3o2)cc1 (centres undefined) | i | -21
12 | C=CCSc1nnc(C)c(/C=C/Nc2ccc(Cl)cc2)n1 | ? | nt
13 | CCn1c(SCC(=O)Nc2cc(C(C)(C)C)nn2-c2ccccc2)nnc1-c1cccs1 | ? | nt
14 | Cc1ccccc1CN1CCN(CC(=O)NCc2ccco2)C1=O | 8% | nt
15 | CC1=C(C(=O)Nc2ccc(C(=O)NCCCN3CCCCC3)cc2)SCCO1 | i | -10
16 | CCC(=O)c1ccccc1OCCCN1C(=O)NC(C)(C)C1=O | i | nt
17 | O=C(CSc1nnc(-c2cccs2)n1-c1ccccc1)NCc1ccco1 | i | 13
18 | O=C(/C=C/c1ccc(F)cc1)NC(=S)NNC(=O)c1cccnc1 | 13% | 2
19 | CC(OC(=O)C1CCN(S(=O)(=O)c2ccc3c(c2)OCCO3)CC1)C(=O)N(C)c1ccccc1 (centres undefined) | ? | nt
20 | CC(OC(=O)c1ccc(-n2cnnn2)cc1)C(=O)N(C)c1ccccc1 (centres undefined) | i | 0
21 | CC(Oc1cc2oc(=O)cc(-c3ccccc3)c2cc1Cl)C(=O)NCC1CCC(C(=O)O)CC1 (centres undefined) | i | 4
22 | CC(C)(C)OC(=O)N/N=C/c1ccc(N2CCOCC2)s1 | ? | nt
23 | O=C(O)/C=C/C(=O)NCCC(c1ccccc1)c1ccccc1 | 9% | -1
24 | CC1CCCC(NC(=O)CNC(=S)N(Cc2ccccc2)Cc2cccs2)C1C (centres undefined) | -14% | -16
25 | Cc1cccc(C)c1NC(=O)CSc1nnc(-c2ccncc2)n1Cc1ccco1 | 25% | 9

Additional entries:
cpd | Compound | Lipid storage S3 | Lipid storage S3 cell count max
26 | COc1cn(-c2ccccc2)nc1C(=O)Nc1ccc(C)cc1 | ? | nt
27 | O=C(COC(=O)CCc1ccc(S(=O)(=O)N2CCOCC2)cc1)NCc1ccc(Cl)cc1 | ? | nt
28 | CCCCSc1nnc(CCC)n1N | 13% | 4
29 | CC(C)[C@H](CO)Nc1nc(NCc2ccc(S(N)(=O)=O)cc2)c2ncn(C(C)C)c2n1 | -6% | -16
30 | CCOc1cc(C(N)=O)cc(Br)c1OCc1ccccc1 | ? | nt
31 | CN(C)CC(c1ccccc1)c1ccccc1 | ? | nt
32 | CCn1c(SCC(=O)NC2CCCC2)nnc1C(C)NC(=O)c1ccccc1F (centres undefined) | i | 23
33 | COc1cccc(N=C2CC(C)(C)CC(=O)/C2=C(/O)c2ccccc2)c1 | ? | nt
34 | Cc1cccn2c(=O)nc(SCC(=O)NCCc3ccccc3)nc12 | ? | nt
35 | CC1C(=O)CCC1(C(=O)O)c1ccccc1 (centres undefined) | ? | nt
36 | CC(C)(C)c1ccc(C(=O)Oc2ccc3c(c2)OCC3=O)cc1 | ? | nt
37 | Clc1ccccc1OCc1nn2c(-c3ccncc3)nnc2s1 | ? | nt
38 | COc1ccc(OC)c(NC(=O)c2ccccc2NC(=O)c2ccco2)c1 | ? | nt
39 | COc1ccc2c(C)cc(SC3CCOC3=O)nc2c1 (centres undefined) | ? | nt
40 | CCCS(=O)(=O)N1CCC(C(=O)N2CCN(Cc3ccccc3)CC2)CC1 | ? | nt
41 | COc1ccc(OC)c(-n2c(-c3ccn[nH]3)n[nH]c2=S)c1 | ? | nt
42 | C/C(N)=C(/C#N)C(=O)COC(=O)C1Cc2ccccc2CN1S(C)(=O)=O (centres undefined) | ? | nt
43 | O=C(NC1CCN(S(=O)(=O)c2ccccc2)CC1)c1ccccc1 | ? | nt
44 | Cc1cc(NC(=O)c2cc(CC(C)C)on2)no1 | ? | nt
45 | O=C(NN1C(=O)C2CC=C(Cl)CC2C1=O)c1ccncc1 (centres undefined) | 0% | 1
46 | O=C(CO/N=C/c1ccccc1OC(F)F)NCc1ccco1 | ? | nt
47 | CCCN(C(=O)CSCc1c(C)noc1C)c1c(N)n(Cc2ccccc2)c(=O)[nH]c1=O | ? | nt
48 | CSc1nc(-c2ccccc2)nn1S(=O)(=O)c1ccc(Cl)cc1 | ? | nt
49 | Cc1cccc(NC(=O)c2ccc(C)c(S(=O)(=O)N3CCCCC3)c2)n1 | ? | nt
50 | Nc1nonc1-c1nc2ccccc2n1CC(=O)O | i | nt

An excerpt from above in order of formula weight, smallest number first:
cpd | Compound | Lipid storage S3 | Lipid storage S3 cell count max
26 | COc1cn(-c2ccccc2)nc1C(=O)Nc1ccc(C)cc1 | ? | nt
46 | O=C(CO/N=C/c1ccccc1OC(F)F)NCc1ccco1 | ? | nt
43 | O=C(NC1CCN(S(=O)(=O)c2ccccc2)CC1)c1ccccc1 | ? | nt
33 | COc1cccc(N=C2CC(C)(C)CC(=O)/C2=C(/O)c2ccccc2)c1 | ? | nt
34 | Cc1cccn2c(=O)nc(SCC(=O)NCCc3ccccc3)nc12 | ? | nt
49 | Cc1cccc(NC(=O)c2ccc(C)c(S(=O)(=O)N3CCCCC3)c2)n1 | ? | nt
42 | C/C(N)=C(/C#N)C(=O)COC(=O)C1Cc2ccccc2CN1S(C)(=O)=O (centres undefined) | ? | nt

3 of the compounds above, screen by screen:
48: CSc1nc(-c2ccccc2)nn1S(=O)(=O)c1ccc(Cl)cc1
49: Cc1cccc(NC(=O)c2ccc(C)c(S(=O)(=O)N3CCCCC3)c2)n1
50: Nc1nonc1-c1nc2ccccc2n1CC(=O)O

compound no.	48	49	50
Lipid storage S3	?	?	i
Lipid storage S3 cell count max	nt	nt	nt

(continued)
cpd | Compound | Lipid storage S3 | Lipid storage S3 cell count max
51 | CCOCCCNS(=O)(=O)c1ccc2c(c1)CCN2C(C)=O | 5% | -17
52 | O=C(NC(=S)Nc1ccccn1)c1ccccc1 | ? | nt
53 | Cn1cccc1/C=C1\SC(=S)N(NC(=O)c2cccc(Cl)c2)C1=O | ? | nt
54 | COc1ccc(C2NC(=O)N(C)C3=C2C(=O)CC(C)(C)C3)cc1OC (centres undefined) | ? | nt
55 | NC(=O)c1c(NC(=O)c2ccccc2)sc2c1CCCC2 | i | -8
56 | CCOC(=O)/C(N)=C/c1ncc(C(F)(F)F)cc1Cl | -45% | nt
57 | COc1cccc(C(=O)NC2CCN(CC(=O)Nc3ccccc3Cl)CC2)c1 | 10% | 7
58 | Nn1c(SCC(=O)Nc2nccs2)nnc1-c1ccco1 | ? | nt
59 | CCN(CC(=O)Nc1c(F)cccc1F)C(=O)c1csc2c1CCCC2 | ? | nt
60 | CCCc1cc(=O)oc2cc(OC(C)C(=O)NCCCn3ccnc3)ccc12 (centres undefined) | 14% | 20
61 | CCCCN(CCCNC(=O)c1ccc(CS(=O)(=O)c2c(Cl)cccc2Cl)o1)Cc1ccccc1 | 4% | -4
62 | O=C(N/N=C/c1ccc(F)cc1)c1cccc(NC(=O)c2ccccc2Cl)c1 | ? | nt
63 | CC1(C)C2CCC1(CS(=O)(=O)NCc1ccc(S(N)(=O)=O)cc1)C(=O)C2 (centres undefined) | ? | nt
64 | O=c1ccc(-c2n[nH]c(=S)n2-c2ccc(F)c(Cl)c2)n[nH]1 | ? | nt
65 | CCCCn1c(N)c(N(CCC(C)C)C(=O)c2ccccc2C)c(=O)[nH]c1=O | ? | nt
66 | Cc1cccc(C(=O)c2ccccc2C(=O)O)c1 | ? | nt
67 | COc1cc(C(=O)Nc2cccc(-c3nc4cc(C)ccc4o3)c2C)cc(OC)c1OC | ? | nt
68 | COc1ccc(NC(=O)/C=C/c2ccc(F)cc2)cn1 | ? | nt
69 | O=Nc1[nH]c(=O)c(/C=C(\O)c2ccccc2)nc1NO | ? | nt
70 | Cc1ccc(NC(=O)C2CCN(S(=O)(=O)c3cccnc3)CC2)cc1C | ? | nt
71 | O=C(OCC(=O)N1CCOCC1)c1cc(S(=O)(=O)N2CCOCC2)c(Cl)cc1Cl | ? | nt
72 | CC1CCCCC1NC(=O)CN1CCC(NC(=O)c2cccc(F)c2)CC1 (centres undefined) | i | -2
73 | CN1C[C@@H]2C(c3ccc(Cl)nc3)C3(c4cccnc4)CC2(C3)[C@H]1c1ccccc1 (some centres undefined) | ? | nt
74 | O=C(CCCN1C(=O)c2cccnc2C1=O)N1CC(=O)N(CCc2ccccc2)C(=O)C1 | ? | nt
75 | CC(C)CCNCC(O)CON=C1c2ccccc2-c2ccccc21 (centres undefined) | ? | nt

The results go on.
cpd | Compound | Lipid storage S3 | Lipid storage S3 cell count max
76 | CC(=O)OCC(=O)NCC(=O)c1c[nH]c2ccccc12 | 9% | 14
77 | Cc1cc2c(c(SCC(=O)NCCc3ccccc3)n1)C(=O)OC2 | 4% | nt
78 | COc1cc(C(CC(=O)Nc2ccc(Cl)cn2)N2Cc3ccccc3C2=O)cc(OC)c1OC (centres undefined) | -3% | nt
79 | O=C(O)c1ccccc1C(=O)c1ccc2c(c1)CCC2 | -5% | 2
80 | CNC(=O)CCn1nc(-c2ccccc2)c2ccccc2c1=O | 12% | -1
81 | Cc1c(N(C(=O)Cc2cccs2)C2(C(=O)NC3CCCC3)CCCCC2)c(=O)n(-c2ccccc2)n1C | -4% | 11
82 | Oc1ccc(C2C(c3ccccc3)=NN=C(c3ccc(Cl)cc3)N2O)c(O)c1 (centres undefined) | 10% | -17
83 | N#CC1(NC(=O)COC(=O)CN2C(=O)c3ccccc3C2=O)CCCCC1 | ? | nt
84 | COc1ccc(-n2nc3c(c2NC(=O)C(C)Oc2ccccc2)CS(=O)(=O)C3)cc1 (centres undefined) | -4% | 13
85 | Fc1cccc(CN2CCN(c3nc4nonc4nc3NC3CC3)CC2)c1 | 20% | 14
86 | COc1ccc(OCC(=O)NNC(=O)c2cc3ccccc3o2)cc1 | ? | nt
87 | CC(=O)Nc1ccc(C(=O)c2ccccc2)cc1 | ? | nt
88 | O=C(O)CC(c1ccccc1F)N1Cc2ccccc2C1=O (centres undefined) | -9% | -6
89 | Nc1ncnc2c1ncn2[C@@H]1O[C@H](COP(=O)(O)OP(=O)(O)OP(=O)(O)O)[C@@H](O)[C@H]1O | 0% | 0
90 | COc1ccc(C(CNC(=O)C(CCSC)NC(=O)c2ccccc2Cl)N2CCCC2)cc1 (centres undefined) | 2% | 3
91 | COc1ccccc1C(=O)OCCN1CCOCC1 | ? | nt
92 | CCOc1ccccc1NC(=O)Cn1c(=O)n(-c2ccccc2)c(=O)c2oc3ccccc3c21 | ? | nt
93 | Cc1cccc(C)c1OC(=O)C(c1ccccc1)c1ccccc1 | 27% | 26
94 | O=C(Cc1ccccc1)N/N=C/c1ccc(-c2ccc([N+](=O)[O-])cc2)o1 | -3% | 6
95 | Cc1cc(O)ccc1NC(=S)NC(=O)c1cncc(Br)c1 | ? | nt
96 | O=C(CSc1nnc(COc2cccc3cccnc23)o1)N1CCc2ccccc21 | ? | nt
97 | O=C(C(=O)N1CCN(c2ccccc2)CC1)c1c[nH]c2ccccc12 | 8% | -2
98 | COCCNC(=S)N(CCc1c(C)[nH]c2ccc(F)cc12)Cc1cccnc1 | -5% | 11
99 | Cc1nc(SCC(=O)N2CCN(c3ccccc3)CC2)n[nH]1 | 8% | 18
100 | N#CCCN(Cc1ccccc1)C(=O)Nc1ccc(F)cc1 | 10% | 16

Next section.
cpd | Compound | Lipid storage S3 | Lipid storage S3 cell count max
101 | C/C(=N\OC(=O)c1cccc(C)c1)c1sc(-c2ccccc2)nc1C | 15% | -12
102 | CC(C)n1c(SCC(=O)NCc2ccco2)nc2c1c(=O)n(C)c(=O)n2C | ? | nt
103 | CCCCc1c(C)nc(N)[nH]c1=O | ? | nt
104 | O=C(NCCCCc1ccccc1)c1cc([N+](=O)[O-])cc([N+](=O)[O-])c1 | ? | nt
105 | Cc1cc(C)c2c(NC(N)=S)n[nH]c2n1 | 6% | 11
106 | COc1cccc2cc(C(=O)N3CCCCC3C)c(=O)oc12 (centres undefined) | 3% | 0
107 | COC(=O)c1cc(C)sc1NC(=O)CSc1ncccn1 | -17% | -1
108 | Cc1nn(Cc2ccc(C(=O)Nc3nccs3)cc2)c(C)c1Cl | ? | nt
109 | O=C(NCCCN1CCN(CCCNC(=O)c2ccc3c(c2)OCO3)CC1)c1ccc2c(c1)OCO2 | ? | nt
110 | O=C1CC[C@@H](O)CCN1CC[C@H](Sc1ccc(Br)cc1)c1ccccc1 | ? | nt
111 | O/N=C(\c1ccc2c(c1)OCCO2)C1CCCCC1 | i | nt
112 | O=C(NNC(=S)NCc1ccco1)c1ccc(Cl)s1 | ? | nt
113 | CC/S(CC1CC1(Cl)Cl)=N\S(=O)(=O)c1ccc(C)cc1 (centres undefined) | i | 7
114 | O=c1c2sccc2n(Cc2cccc(F)c2)c(=O)n1-c1ccc(F)cc1 | 7% | 4
115 | O=C(NC(=S)Nc1ccc(Br)cn1)c1cncc(Br)c1 | ? | nt

Not all compounds are listed; the hit share may differ from the screen's.
